Bioassay records from PubChem.
M18AAP inhibitor: PfM18AAP inhibitors, malaria aminopeptidase, primary screen, biochemical, QFRET, recombinant enzyme; H-Glu-NHMec fluorogenic cleavage; inhibition, % at 7.35 µM; actives 1.2% (n = 290,000); AID 1822, 2009;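 active means inhibition above the campaign mean inhibition over all tested compounds plus 3 SD, cut at about 28% in these data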;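 further: 0% = plate median of test compound wells and 100% = 2 mM ZnCl2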
FID counter: compounds displacing fluorescent DNA intercalator, primary screen, artefact control for HCV NS3 helicase inhibitor project, biochemical, FID fluorescence; DNA fluorescent intercalator displacement; inhibition, % at 7.9 µM; actives 0.17% (n = 290,000); AID 1845, 2009; in the data active means inhibition above about 37%;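 further: 0% = vehicle and 100% = reference compound; higher means more ethidium bromide displaced from hairpin DNA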
IDE cell activ: human IDE activators in live cells, primary screen, fluorescence polarization, HEK cells, FAbeta-B substrate | actives 0.073% (n = 340,000) | FAbeta-B cleavage; 0% vehicle, 100% cell-free pure enzyme wells | Insulin-degrading enzyme (Homo sapiens), P14735 | activation, % at 5.96 µM;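 active means activation above the mean of all tested compounds plus 3 SD, set per screening campaign, cut at about 17% in these data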
UBC9 SUMO inh: inhibitors of in vitro SUMOylation cascade, primary screen, biochemical, HTRF, uHTS; SUMO-conjugating enzyme UBC9 (Homo sapiens), P63279; HTRF SUMOylation assay, SAE1/SAE2 + UBC9; inhibition, % at 35 µM; actives 0.36% (n = 290,000); in the data active means inhibition above about 50%, passing the limit was not always enough; further: strong numbers were not always called active
IDE inh: human IDE inhibitors in live cells, primary screen, fluorescence polarization, HEK cells, FAbetaB substrate; inhibition, % at 5.59 µM; FAbetaB cleavage; actives 0.41% (n = 320,000);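 active means percent inhibition above the average of all tested compounds plus 3 SD, set per screening campaign, cut at about 16% in these data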;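 further: IDE supplied by intact live HEK cells; FP after avidin binding of uncleaved biotin substrate so inhibition keeps polarization high; 0% = DMSO wells and 100% = 60 µM reference IDE inhibitor Ii1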
p-CIP stab down: p/CIP-EGFP fusion destabilizers, primary screen, fluorescence, F442A cells. Q05BA5. 16 h. decrease of EGFP signal, % at 10 µM. actives 0.01% (n = 290,000);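 active means EGFP signal decrease of at least 30% at 10 µM or well 3 SD below plate mean, unless failing retest; inactive means the rest, including hits failing retest or dose response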; further: some compounds called inactive have numbers as strong as hits; many of its hits are not listed in these tables
Target sequence (Q05BA5 1-1403): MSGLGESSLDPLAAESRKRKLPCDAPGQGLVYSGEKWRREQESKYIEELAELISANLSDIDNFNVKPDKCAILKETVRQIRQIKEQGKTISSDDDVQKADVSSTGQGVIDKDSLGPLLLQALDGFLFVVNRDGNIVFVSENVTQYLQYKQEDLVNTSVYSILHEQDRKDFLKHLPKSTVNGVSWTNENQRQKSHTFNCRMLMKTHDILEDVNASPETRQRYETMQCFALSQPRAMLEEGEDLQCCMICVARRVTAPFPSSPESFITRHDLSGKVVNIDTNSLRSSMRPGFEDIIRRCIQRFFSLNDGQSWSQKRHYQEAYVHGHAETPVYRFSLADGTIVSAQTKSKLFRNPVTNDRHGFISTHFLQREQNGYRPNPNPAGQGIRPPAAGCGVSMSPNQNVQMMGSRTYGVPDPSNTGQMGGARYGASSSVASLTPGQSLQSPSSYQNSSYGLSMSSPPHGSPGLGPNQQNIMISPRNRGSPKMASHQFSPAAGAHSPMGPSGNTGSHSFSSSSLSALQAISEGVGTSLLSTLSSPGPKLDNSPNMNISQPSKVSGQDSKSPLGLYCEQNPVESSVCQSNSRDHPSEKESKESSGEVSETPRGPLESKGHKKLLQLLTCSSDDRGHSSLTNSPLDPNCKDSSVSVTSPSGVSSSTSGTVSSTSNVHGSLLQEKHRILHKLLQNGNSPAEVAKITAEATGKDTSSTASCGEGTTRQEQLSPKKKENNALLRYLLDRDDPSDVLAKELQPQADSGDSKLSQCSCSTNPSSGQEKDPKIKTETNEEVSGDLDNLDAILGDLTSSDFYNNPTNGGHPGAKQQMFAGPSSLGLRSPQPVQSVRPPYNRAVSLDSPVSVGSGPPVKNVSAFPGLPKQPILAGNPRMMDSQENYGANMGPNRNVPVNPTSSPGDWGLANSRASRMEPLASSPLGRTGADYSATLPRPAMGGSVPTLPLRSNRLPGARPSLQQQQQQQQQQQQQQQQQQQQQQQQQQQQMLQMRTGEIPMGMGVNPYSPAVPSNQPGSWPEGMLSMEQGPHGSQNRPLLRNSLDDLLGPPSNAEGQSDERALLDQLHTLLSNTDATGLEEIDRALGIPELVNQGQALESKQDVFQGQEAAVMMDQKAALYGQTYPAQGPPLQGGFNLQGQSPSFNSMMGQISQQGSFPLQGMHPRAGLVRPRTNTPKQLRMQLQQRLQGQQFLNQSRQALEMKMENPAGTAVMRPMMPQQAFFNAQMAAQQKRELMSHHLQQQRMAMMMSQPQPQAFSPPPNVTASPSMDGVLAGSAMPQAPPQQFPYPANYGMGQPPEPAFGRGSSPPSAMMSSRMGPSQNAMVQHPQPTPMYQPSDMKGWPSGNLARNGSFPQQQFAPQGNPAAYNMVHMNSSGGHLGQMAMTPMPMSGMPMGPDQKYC
IMP-1 inh: IMP-1 metallo-beta-lactamase inhibitors, primary screen, biochemical, epi-absorbance readout, Pseudomonas aeruginosa enzyme | inhibition, % at 5.6 µM | metallo-beta-lactamase IMP-1 (Pseudomonas aeruginosa) | purified IMP-1, nitrocefin hydrolysis, epi-absorbance fluorescence | actives 0.45% (n = 290,000);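 active means inhibition above the mean plus 3 SD of all compounds in the same screening run, cut at about 4.5% in these data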;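 further: 0% = IMP-1 with DMSO and 100% = DMSO wells lacking enzyme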
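system = purified recombinant IMP-1 beta-lactamase | amount = 0.2 nM IMP-1, as dispensed | medium = HEPES buffer pH 7.1 with ZnSO4 and Brij 35 | times = 25 °C, 15 min preincubation, 25 min reaction | detection = plate fluorescence quenching by hydrolysis product, ex 480/em 530 nm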
HCV NS3 hel inh: inhibitors of HCV NS3 helicase, primary screen, biochemical, Cy5 molecular beacon fluorescence; Hepatitis C virus NS3 helicase; NS3 helicase DNA unwinding; inhibition, % at 10.9 µM; actives 0.56% (n = 290,000);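 active means inhibition above the mean of all tested compounds plus 3 SD, set per campaign, cut at about 35% in these data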;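 further: 0% = DMSO wells and 100% = thioflavine S control wells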
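test system = hepatitis C virus NS3 helicase domain fragment enzyme | reagent = annealed dual-labelled DNA beacon duplex, ATP-started | times = 1 h at 25 °C | detection = Cy5 fluorescence, 0 and 60 min reads | read-out basis = percent inhibition from t60/t0 fluorescence ratio | control set = DMSO and thioflavine S | replication = one well per compound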
VIM-2 inhibitor: VIM-2 metallo-beta-lactamase inhibitors, primary screen, biochemical, epi-absorbance readout, Pseudomonas aeruginosa enzyme | purified VIM-2, nitrocefin hydrolysis, epi-absorbance fluorescence | inhibition, % at 5.6 µM | actives 0.89% (n = 290,000) | AID 1527, 2009;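 active means inhibition above the mean of all tested compounds plus 3 SD, cutoff set per screening run, cut at about 7.5% in these data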;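 further: red hydrolysis product quenches plate fluorescence so inhibitors raise well fluorescence; 0% = enzyme with DMSO and 100% = DMSO without enzyme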
Numbers without * were called inactive; nt = not tested or not shown.

SMILES | M18AAP inhibitor | FID counter | IDE cell activ | UBC9 SUMO inh | IDE inh | p-CIP stab down | IMP-1 inh | HCV NS3 hel inh | VIM-2 inhibitor
Cc1nnc(NC(=O)c2cc3ccccc3o2)s1 | 0 | -3 | 4 | 12 | -4 | 0 | -2.5 | 2 | -2.4
COc1cc(C(=S)NCc2ccccc2)cc(Br)c1O | 24 | 3 | 3 | -23 | 6 | -26 | -2.0 | -2 | -5.1
c1ccc2c(c1)ncc1cccn12 | 0 | 2 | -4 | 21 | 3 | 1 | -0.1 | 0 | -0.3
Cc1ccc(NC(=O)c2ccc(COc3ccccc3)o2)nc1 | -11 | -23 | 0 | 3 | 0 | 4 | 1.1 | 7 | 1.8
Cc1ccc(OCCC(=O)Nc2ccc(F)c(Cl)c2)cc1 | -1 | 3 | -1 | 8 | 0 | -4 | -2.4 | 3 | -1.5
O=C(NC1CCN(S(=O)(=O)c2ccccc2F)CC1)c1cccnc1 | -9 | -10 | 3 | 5 | 1 | -11 | -1.9 | -2 | -1.8
O=C(Cn1cnnn1)NCc1ccccc1 | -13 | -2 | 10 | 12 | -4 | -12 | 0.9 | -1 | 2.1
CCOc1ccc2nc(NC(=O)C3CCCO3)sc2c1 (stereo not given) | 0 | -6 | -5 | 12 | 6 | -5 | -2.9 | -1 | -1.2
CN(O)/C=C1\C(=O)Nc2ccccc21 | 8 | -2 | -1 | 12 | -1 | -1 | -0.3 | -9 | 2.5
COc1ccc(OC)c(NC(=S)NCc2cccs2)c1 | -6 | 0 | -4 | -3 | -7 | -1 | -0.1 | -6 | 1.3
O=C(Nc1ccc(NC(=O)c2ccc(S(=O)(=O)c3ccccc3)cc2)cc1)c1ccccc1 | 3 | 46* | 7 | 14 | 0 | -19 | -2.8 | -2 | -2.7
O=C1NC(=O)C(CC(=O)N(Cc2cccs2)C2(C(=O)NC3CCCC3)CCCCC2)N1 (stereo not given) | 3 | -13 | -4 | -6 | 1 | -7 | -0.8 | 2 | -1.3
COc1cccc(OC)c1C(=O)Nc1ccc(NC(=O)c2ccco2)cc1 | 0 | 0 | 5 | -18 | 2 | -10 | -2.3 | 5 | -1.7
Cc1c(C(=O)NNc2c(Cl)cccc2Cl)n(C)oc1=O | 8 | -1 | 1 | 1 | -5 | 3 | 1.1 | 0 | 0.1
CCc1ccc(NC(=O)CO/N=C(\C)c2cc3ccccc3o2)cc1 | -5 | -22 | 3 | -12 | -3 | -7 | 0.2 | -10 | -1.3
O=C1C(Cc2ccc(Br)cc2)SC(=Nc2ccccc2)N1c1ccccc1 (stereo not given) | -12 | -6 | 2 | 3 | 1 | -14 | 0.7 | 2 | 0.1
CSc1ccccc1C(=O)C1CCCN(C(=O)c2cncs2)C1 (stereo not given) | -2 | -12 | -1 | 2 | 3 | -2 | -1.9 | -4 | 6.7
CC1CCCN(S(=O)(=O)c2ccc(C(=O)Nc3sc4c(c3C(N)=O)CCN(C)C4)cc2)C1 (stereo not given) | 27 | -4 | 1 | 4 | 7 | -28 | -0.8 | 11 | -1.9
COc1ccc(C(=O)Nc2cccc(-c3ccc4nncn4n3)c2)cc1 | 4 | -16 | -8 | 11 | -1 | -13 | -2.7 | 7 | 0.2
O=C(O)CSCC(=O)N1CCCN(c2nccc(C(F)(F)F)n2)CC1 | 0 | -4 | 4 | -22 | 0 | 7 | -1.7 | 9 | -1.1
CC1CC(C)CN(CCCNC(=O)c2csc3c2CCCC3)C1 (stereo not given) | 2 | 30 | 3 | 16 | 2 | -10 | 0.9 | -9 | 2.2
CCN1CCN(CC(=O)Nc2ccc3c(c2)OCO3)C(=O)C1=O | -1 | 1 | -3 | 8 | 4 | 1 | -4.3 | 2 | -1.5
CC(Sc1nnc2ccccn12)C(=O)Nc1ccc(Cl)cn1 (stereo not given) | 14 | -3 | -6 | 8 | 0 | -9 | 0.8 | 10 | -2.2
Cn1c(=O)c2c(ncn2CC(=O)OCC(=O)Nc2cc(Cl)ccc2Cl)n(C)c1=O | -2 | 4 | -4 | 2 | 7 | -1 | -2.0 | 5 | -0.2
Cc1ccc(OCCCn2c(=O)oc3ccccc32)cc1 | -5 | -7 | 8 | 11 | -7 | -10 | -4.7 | -26 | -5.1

Following part:
SMILES | M18AAP inhibitor | FID counter | IDE cell activ | UBC9 SUMO inh | IDE inh | p-CIP stab down | IMP-1 inh | HCV NS3 hel inh | VIM-2 inhibitor
Cc1ccc(C2CC(c3cccc(C)c3)n3ncnc3N2)cc1 (stereo not given) | nt | nt | -4 | 17 | 3 | -10 | nt | nt | nt
CCCCNCc1cc(OC)c(OCC(N)=O)cc1Br | -20 | -2 | 0 | -3 | -4 | -5 | -0.4 | 6 | 1.1
Cc1ccc([N+](=O)[O-])cc1S(=O)(=O)n1ccnc1C | 3 | -3 | -1 | -2 | 1 | -8 | -4.1 | -1 | -0.5
CC(C)(CC(=O)OCC(=O)Nc1ccccc1F)CC1=NS(=O)(=O)c2ccccc2N1 | -12 | -29 | 5 | nt | -2 | -19 | 0.4 | 3 | -0.4
Cc1cc2ccccn2c1C(=O)c1ccccc1Br | 2 | -21 | 0 | -3 | 6 | 9 | -4.6 | -2 | -2.0
CC(NC(=O)c1cc(-c2ccncc2)nc2ccc(Br)cc12)C1CCCO1 (stereo not given) | -13 | -35 | 2 | 20 | -4 | -11 | -5.5 | 1 | 0.0
CCCCSc1cc(C)nc2ncnn12 | -4 | -3 | 0 | 25 | 0 | -1 | -3.5 | 0 | -2.4
C=C(C)Cn1c(CCCNC(=O)C(C)(C)C)nc2ccccc21 | -1 | -19 | 1 | 2 | 5 | -11 | -2.4 | 5 | -2.6
CN(Cc1nc2ccc(F)cc2[nH]1)Cc1nc(CC2CC2)no1 | -3 | -6 | -1 | 15 | 8 | 0 | -3.9 | -7 | 0.2
O=C1N(Cc2cccc(Cl)c2)C[C@@H]2C[C@@H](c3cccn3-c3ccccn3)N3CCC[C@@]123 | 0 | 7 | -5 | -4 | 8 | -21 | -0.9 | -6 | -1.6
CCc1ccc(-c2cc(C)no2)cc1S(=O)(=O)NCCN1CCC(C)CC1 | 7 | 20 | -5 | -2 | -1 | 0 | -3.7 | -12 | -0.9
CCc1ccc(C(C)NC(=O)c2ccc(F)cc2)cc1 (stereo not given) | -23 | -8 | 0 | 14 | 10 | -4 | -1.7 | -3 | -1.0
CCOC(=O)N1CCN(S(=O)(=O)N(C)C)CC1 | -6 | 4 | 0 | 1 | -3 | 2 | -1.4 | 0 | -0.8
OC(COCc1ccccc1)CN1CCN(c2ccccc2)CC1 (stereo not given) | -8 | 11 | -4 | 2 | -4 | -6 | -5.4 | 4 | -2.3
COC1CCN(Cc2c(C(=O)N3CCN(C4CCCCC4)CC3)nc3ccccn23)CC1 | -7 | 3 | -6 | 6 | -3 | 1 | -1.5 | -3 | 0.7
COc1cccc(CN2CCN(Cc3cc4ccccc4[nH]3)CC2CCO)c1 (stereo not given) | -2 | 3 | 2 | 9 | -1 | -1 | -2.7 | -18 | -3.2
CSC1=NCCN1C(=O)c1ccc(C)cc1 | -1 | -3 | 6 | 3 | 0 | -13 | -1.6 | -9 | -0.1
O=C(Nc1cccc(Cl)c1)ON=C1c2ccccc2-c2ccccc21 | -1 | 4 | -8 | -4 | 3 | 4 | 1.1 | -5 | 0.8
CC(C)c1ccc(NC(=O)C(c2ccccc2)N2CCOCC2)cc1 (stereo not given) | nt | nt | 3 | 21 | -2 | -23 | nt | nt | nt
Cc1cccc(C)c1NC(=O)C[N+](C)(C)CC(O)COc1cccc2ccccc12 (stereo not given) | -3 | 19 | 6 | -7 | -4 | 3 | -1.7 | -73 | -1.7
COc1ccccc1-c1nnc(NC(=O)C2=COCCO2)o1 | 2 | 5 | 5 | 25 | 1 | -9 | -3.5 | 6 | -4.5
Cc1ccc(CNC(=O)C(CC(C)C)OC(=O)c2ccco2)cc1 (stereo not given) | -3 | -27 | 0 | -12 | 1 | -15 | -1.0 | -1 | 1.7
COc1ccc(Nc2nnc(SCC(=O)N3CC(=O)Nc4ccccc43)s2)cc1 | -11 | -15 | -3 | 15 | -1 | -8 | -1.7 | 12 | 1.4
O=P(c1ccccc1)(c1ccccc1)c1nc(-c2ccc(Cl)cc2)oc1N1CCOCC1 | -3 | -32 | 0 | 4 | 4 | 14 | -1.2 | -9 | -1.2
Cc1cc(C2=NNC(=NC3CC3)SC2)c(C)n1-c1ccccc1F | 20 | -15 | 0 | -7 | 2 | -19 | -1.2 | -7 | -1.8

3 compounds from above, showing only UBC9 SUMO inh, IDE inh and HCV NS3 hel inh.
structure	UBC9 SUMO inh	IDE inh	HCV NS3 hel inh
CCOC(=O)N1CCN(S(=O)(=O)N(C)C)CC1	1	-3	0
OC(COCc1ccccc1)CN1CCN(c2ccccc2)CC1 (stereo not given)	2	-4	4
COC1CCN(Cc2c(C(=O)N3CCN(C4CCCCC4)CC3)nc3ccccn23)CC1	6	-3	-3

Continuation.
SMILES | M18AAP inhibitor | FID counter | IDE cell activ | UBC9 SUMO inh | IDE inh | p-CIP stab down | IMP-1 inh | HCV NS3 hel inh | VIM-2 inhibitor
COc1cc(-c2cc(=O)c3ccccc3o2)ccc1O | 8 | -12 | -21 | 2 | 25* | 2 | -2.4 | -10 | 9.5*
Oc1ccccc1-c1cc(-c2ccco2)[nH]n1 | 7 | -3 | -4 | 34 | -2 | -5 | 0.6 | 10 | -4.9
O=C(CSc1nnc(-c2ccncc2)o1)Nc1ccccc1Cl | 0 | 0 | 3 | -2 | -5 | 1 | -6.5 | -6 | -0.4
N#Cc1c(N2CCOCC2)nc(-c2ccco2)c2c1CCCC2 | 4 | -19 | -2 | 16 | 8 | -7 | -1.7 | 16 | -1.2
O=C(C1CCN(c2nnc(-n3cccc3)s2)CC1)N1CCN(c2cccc(C(F)(F)F)c2)CC1 | 2 | -15 | -3 | -1 | 2 | 0 | -2.1 | 2 | -2.8
COc1ccc(OC)c(-c2cc(C(=O)NCc3cccs3)no2)c1 | 1 | -10 | 6 | 6 | -1 | -4 | -0.8 | -7 | 0.4
O=C(CSc1ccc2ccccc2n1)N/N=C/c1ccccc1O | 4 | -29 | 5 | -8 | nt | 8 | -1.6 | 8 | -2.5

Filtered by structure, the compounds so far containing a CF3 group.
SMILES | M18AAP inhibitor | FID counter | IDE cell activ | UBC9 SUMO inh | IDE inh | p-CIP stab down | IMP-1 inh | HCV NS3 hel inh | VIM-2 inhibitor
O=C(O)CSCC(=O)N1CCCN(c2nccc(C(F)(F)F)n2)CC1 | 0 | -4 | 4 | -22 | 0 | 7 | -1.7 | 9 | -1.1
O=C(C1CCN(c2nnc(-n3cccc3)s2)CC1)N1CCN(c2cccc(C(F)(F)F)c2)CC1 | 2 | -15 | -3 | -1 | 2 | 0 | -2.1 | 2 | -2.8

Not a hit list. About 3.6% of those tested had a hit in this group.
